# KDM5B inhibitor: KDM5B demethylase inhibition | Q9UGL1 | KDM5B demethylase, FDH-coupled NADH fluorescence (FDH is formaldehyde dehydrogenase) | Potency, µM (highest dose often 57.7 µM), inactives show at the highest dose activity change, negative = inhibition, hits mostly inhibitors | 2.6% of 220,000 active; active = well fitted inhibition curve with a large enough effect; inconclusive = small, poorly fitted or top-dose-only effect; inactive = no such curve, though single readings can be large or run the other way; also: 0% is about no effect; nearly all actives have a fitted effect of over 70% in size
#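 Here, H3K4me3 peptide (12.5 µM in substrate mix) is demethylated by KDM5BΔAP, 200 nM final, after 10 min compound exposure. Formaldehyde product is coupled through FDH (0.25 U/mL in mix) to NADH fluorescence; 30-min ΔRFU feeds dose-response curves.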
# * hit, by the source's call; ? = inconclusive; [ ] = remark or other dose. Potency is read from the fitted curve at half-maximal effect. Not all compounds are listed; rates above refer to the full screens.
SMILES,KDM5B inhibitor
O=C(Cc1ccccc1)N1CCC2(CC1)COc1ccccc1NC2=O,-17%
c1ccc(Nc2cc3c(cn2)CN(Cc2ncc[nH]2)CCN3)cc1,-4%[86.2 µM]
O=C(NCc1cccc(Cl)c1)c1ccc(NC(=O)N2CC3CCCN3c3ccccc32)cc1 (stereo not drawn),?
CC1=[N+]([O-])C(c2ccc(Cl)cc2Cl)N(O)C1(C)C (stereo not drawn),-20%
COc1cc(OC)cc(C(=O)Nc2ccc3oc(-c4ccccc4C)nc3c2)c1,?
CC(Sc1nnc(-c2ccc(OC(F)F)cc2)o1)C(=O)NCC1CCCO1 (stereo not drawn),-14%
Cc1ccc(C(=O)CCC(=O)OCC(=O)c2ccc(Cl)c(Cl)c2)cc1,18%
COc1ccccc1N1CCN(C(=O)c2c(C)oc3ncn(CC(C)C)c(=O)c23)CC1,3%
COc1ccc(N(CC(=O)NCc2ccc(F)cc2)S(=O)(=O)c2c(C)n[nH]c2C)cc1,-7%
CCC(O)(c1ccccc1)C(CN1CCOCC1)c1ccccc1 (stereo not drawn),4%
Cc1cccc(CNC(=O)NCC2CCN(Cc3ccncc3)C2)c1 (stereo not drawn),14µM*
CCOC(=O)N1CCc2c(sc3c2c(=O)n(-c2ccc(Cl)cc2)c(=O)n3Cc2cccc(OC)c2)C1,-29%
COc1cc(CN2CCCC3(C2)CN(C)C(=O)O3)ccc1OCC(N)=O (stereo not drawn),-12%
Cc1cccc(/C=C(/C#N)c2nc3ccccc3[nH]2)c1,?
CCOCCCNC(=O)C(c1ccc(C)cc1)N(Cc1cccs1)C(=O)c1ccc(NC(C)=O)cc1 (stereo not drawn),-16%
O=C(CCC1CCCN(S(=O)(=O)c2ccccc2F)C1)NCc1cccs1 (stereo not drawn),-14%
CCC(Sc1nc2cc(OC)c(OC)cc2c2nc(-c3ccccc3)nn12)C(=O)Nc1cccc(C)c1 (stereo not drawn),3%
O=C(CCSc1ccccc1F)Nc1cccc(-n2cnnn2)c1,12%
COc1ccc(OC)c([S+](=O)([O-])c2nnn3c2nc(N2CCOCC2)c2ccccc23)c1,11%[115 µM]
Cc1cc2oc(C(=O)Nc3cccc4cccnc34)c(C)c2cc1C,5%
CN(C)C[C@@H]1CN(c2ncccn2)C[C@H]1NC(=O)NCc1ccco1,?
COc1ccc2cc(C(=O)NC(C)C(=O)N3CCCC3)c(C)nc2c1 (stereo not drawn),?
COc1ccccc1CN1C(=O)CN(S(C)(=O)=O)CC1(C)C(=O)NCc1ccccc1 (stereo not drawn),20%
Cc1ccc(NC(=O)CCC2CCCCC2)c(NC(=O)c2ccco2)c1,20%
NC(=O)CSc1cc(C(=O)NC2CC2)c2ccccc2n1,-6%
Cc1ccc(S(=O)(=O)NCc2ccsc2)s1,-5%
COc1ccc(-c2ccnc(N[C@H]3CO[C@H]4[C@@H]3OC[C@@H]4NC(=O)c3ccc(C)cc3)n2)cc1,?
O=C([C@@H]1C[C@H](F)CN1S(=O)(=O)c1ccccc1)N1CCc2ccccc2C1,-20%
COc1ccc(Cl)cc1NC(=O)CC1CCCCN(C)C1=O (stereo not drawn),-14%
CN(c1ccc(C(=O)N2CCCCC2)cc1)S(=O)(=O)c1cccs1,9%
O=C(O)/C=C/C(=O)Nc1ccc(Cl)c(C(=O)O)c1,?
O=C(COc1ccc(F)cc1)OCc1cc(=O)n2nc(-c3cccs3)sc2n1,?
CC(=O)c1cccc(NC(=O)c2ccc([N+](=O)[O-])o2)c1,5%
CCCN(CC1CCOC1)C(=O)Nc1cccc(Cl)c1C (stereo not drawn),-5%
CCOc1ccc(C(=O)NCC(c2ccco2)S(=O)(=O)c2ccc(C)cc2)cc1 (stereo not drawn),?
CCNC(=O)N1CCC(c2nc3ccccc3s2)CC1,0%

# An excerpt from above in order of SMILES length, high to low.
SMILES,KDM5B inhibitor
COc1ccc(-c2ccnc(N[C@H]3CO[C@H]4[C@@H]3OC[C@@H]4NC(=O)c3ccc(C)cc3)n2)cc1,?
CC(=O)c1cccc(NC(=O)c2ccc([N+](=O)[O-])o2)c1,5%
COc1ccc(Cl)cc1NC(=O)CC1CCCCN(C)C1=O (stereo not drawn),-14%
CCNC(=O)N1CCC(c2nc3ccccc3s2)CC1,0%

# More structures
SMILES,KDM5B inhibitor
CCc1c(C)sc2nc(NCc3ccco3)n3nc(-c4ccco4)nc3c12,-28%
O=S(=O)(c1ccccc1Br)N1CCCC1c1nnc2ccccn12 (stereo not drawn),-3%
Cc1cnc(C(=O)N2CCCC2c2nc(C3CCOCC3)no2)cn1 (stereo not drawn),?
O=C(Nc1ccc2n(c1=O)C[C@H]1C[C@@H]2CN(C(=O)c2ccc(-c3ccccc3)cc2)C1)c1ccco1,43%[activator]
Cc1cc(C[C@@H]2COC[C@@H]2NC(=O)Cn2nc(C)n(-c3ccccc3)c2=O)on1,33%
OCC1CN(c2ncccn2)CC12CCN(Cc1cccc3[nH]ccc13)CC2 (stereo not drawn),32µM*
CCCCNC(=O)COC(=O)CSc1nc2ccccc2o1,19%
COc1ccc(-c2nc(C#N)c(N3CCN(C)CC3)o2)cc1OC,?
CN1C(=O)CO[C@H](c2ccc(NC(=O)c3ccc(-c4ccccc4)cc3)cc2)[C@H]1CO,?
N=C(N)c1cc(Cl)cc([N+](=O)[O-])c1,3%
C/C(CC(C)C)=N\NC(=O)c1cccc(C)c1,32%[activator]
Cc1oc2ncn(CC(C)C)c(=O)c2c1C(=O)NCCc1ccc(Cl)cc1,8%

# Given with bars between the fields: 4 of the compounds above.
mol | KDM5B inhibitor
C/C(CC(C)C)=N\NC(=O)c1cccc(C)c1 | 32%[activator]
O=C(CCC1CCCN(S(=O)(=O)c2ccccc2F)C1)NCc1cccs1 (stereo not drawn) | -14%
CC1=[N+]([O-])C(c2ccc(Cl)cc2Cl)N(O)C1(C)C (stereo not drawn) | -20%
CC(Sc1nnc(-c2ccc(OC(F)F)cc2)o1)C(=O)NCC1CCCO1 (stereo not drawn) | -14%

# Other records follow.
SMILES,KDM5B inhibitor
COc1ccc(-c2cc3ccc(OCC(=O)NCCN(C)C)cc3oc2=O)cc1OC,-3%
COCCc1noc(-c2ccccc2OC2CN(C(=O)Cc3c[nH]c4ccccc34)C2)n1,4%
c1cncc(CN2CCC(Oc3nccnc3N3CCc4ccccc43)C2)c1 (stereo not drawn),2%
CCCOc1ccc(C(=O)Nc2cc3nn(-c4ccc(CC)cc4)nc3cc2C)cc1,-21%
CCn1c(=O)c2cc(C(=O)NCCCN3CCN(C)CC3)sc2c2ccccc21,?
Cn1cnc(S(=O)(=O)N2CCCC(C(=O)NCCCN3CCCCCC3)CCNC(=O)CC2)c1 (stereo not drawn),?
O=C1c2ccccc2C(=O)C1(c1ccccc1)N1CCN(c2cccc(Cl)c2)CC1,-25%
COc1ccc(CCNC(=O)c2cnn(-c3ccccc3)c2-n2cccc2)c(OC)c1,10%
COc1ccc(Nc2nc(NCCCN3CCOCC3)nc(N)c2[N+](=O)[O-])cc1,-2%
COCCCNC(=O)CCN(CCCOC)C(=O)c1cc(C)oc1C,-14%
CCS(=O)(=O)c1ccc(Cc2ccc(S(=O)(=O)CC)cc2)cc1,5%
CC(=O)c1ccc(OCc2cc(C(=O)N(C)Cc3ccon3)no2)cc1,29%
CC(=O)N1CCC(N2CCN3C(=O)N(c4ccccc4)C[C@H]3C2)CC1,-12%[86.2 µM]
c1ccc(OCC2CN(Cc3ccc4[nH]ccc4c3)CC23CN(c2ccccc2)C3)cc1 (stereo not drawn),?
CCCNC(=O)N1C[C@@H]2CCCN3CCC[C@@H]([C@H]23)[C@H]1CCCC(=O)NCC1CC1,-28%
COc1ccc2sc(N(Cc3cccnc3)C(=O)C3CCCCC3)nc2c1,?
Cc1noc(C)c1CC(=O)N1CCC(CC(=O)N(C)Cc2ccccc2)C1 (stereo not drawn),-10%
CC(C)C1NCCc2c1sc1ccccc21 (stereo not drawn),2%
COC1CN(c2ccc(C)cc2)C12CCN(C(=O)COc1ccc(F)cc1)CC2 (stereo not drawn),-10%
CSc1ccc(NC(=O)C(C)N2CCN(C)CC2)cc1 (stereo not drawn),?
CCn1cnnc1-c1nn(C)c2c1CN(C(=O)CC(C)C)CC2,9%
FC(F)(F)c1cc(-c2ccccc2)nc(SCc2ccccc2Cl)n1,12%
CC(C)(C)c1ccc(-c2cc(C[C@H]3CNCC[C@H]3CC(=O)N3CCC(Cc4ccccc4)CC3)no2)cc1,7%
COc1cccc(NC(=O)NC[C@@H]2C=C(C)[C@H](CC(=O)N3CCOCC3)C[C@H]2C(C)C)c1,14%

# Arranged by the number under KDM5B inhibitor (low to high): 3 of the compounds above
SMILES,KDM5B inhibitor
CCCNC(=O)N1C[C@@H]2CCCN3CCC[C@@H]([C@H]23)[C@H]1CCCC(=O)NCC1CC1,-28%
CC(C)(C)c1ccc(-c2cc(C[C@H]3CNCC[C@H]3CC(=O)N3CCC(Cc4ccccc4)CC3)no2)cc1,7%
CCn1cnnc1-c1nn(C)c2c1CN(C(=O)CC(C)C)CC2,9%

# New compounds follow:
SMILES,KDM5B inhibitor
c1ccc(-c2csc(=NC3CCCCC3)n2N=C2CCCC2)cc1,-7%
COc1cccc(-c2noc(CC3CCN(C(=O)c4ccc(OC)cc4C)CC3)n2)c1,10%
CC1CCN(c2ccc3nnc(CCC(=O)NCC4CCN(Cc5ccc(F)cc5)CC4)n3n2)CC1,8%
COC(=O)[C@@H]1Cc2ncn(Cc3ccc(OC)cc3)c2CN1S(=O)(=O)c1ccc(OC)cc1,?
CCc1c(C)sc(NC(=O)/C=C/c2c(Cl)cccc2Cl)c1C#N,0%
Cc1ccsc1-c1nc(C2CC(=O)N(C3CCCCC3)C2)no1 (stereo not drawn),18%
COCCNC(=O)c1cc(-c2ccc(Cl)cc2)nc2ccccc12,?
COc1ccc(CCNC(=O)CSc2ccc(-c3cccs3)nn2)cc1OC,6%
Cc1cc(C(=O)N2C[C@@H](CN3CCOCC3)[C@@H](CO)C2)cs1,-26%
CCOC(=O)c1ccc(NC(=O)C(CC)Sc2nc3ccncc3[nH]2)cc1 (stereo not drawn),-1%
COc1ccccc1CNC(=O)Cn1c(=O)c2c(ncn2C2CCCC2)n(Cc2ccccc2)c1=O,7%
COc1ccc(-c2nc(C(=O)N3CCOCC3)n3ccccc23)cc1,40µM*
Cc1ncc(CO)c2c1Oc1nc(-c3ccc(F)cc3)nc(SCC(=O)N3CCCCC3)c1C2,16%
COc1cccc(CN2C(=O)OC3(CCN(Cc4ccccn4)CC3)C2(C)c2cccnc2)c1 (stereo not drawn),-8%
O=C1CCCN1CCCN1C(=O)[C@H]2CN(Cc3ccc(F)cc3Cl)C[C@H]2C1=O,20%
CC(=O)N(Cc1ccccc1)Cc1cc2cccc(C)c2[nH]c1=O,-5%
O=C(NC1CC(=O)N(c2cccc(F)c2)C1)c1ccc(S(=O)(=O)N2CCCC2)cc1 (stereo not drawn),-27%
Cn1c(=O)cc(SCC(=O)NCc2ccc(F)cc2)c2ccc(Cl)cc21,-12%
COc1ccc(NC(=O)c2ccco2)cc1NC(=O)c1cccc(C)c1OC,-23%
O=C1CCc2cc(S(=O)(=O)NC(C(=O)Nc3ccc(F)cc3)c3ccccc3)ccc2N1 (stereo not drawn),-18%
COc1cccc(S(=O)(=O)N2CCC3(CC2)N(C)C(=O)CS3=O)c1 (stereo not drawn),8%
Cc1ccc(NC(=O)CCC(=O)N2Cc3ccccc3Oc3ncccc32)cc1Cl,-17%
COc1ccc(-c2csc(NC(=S)NC(=O)/C=C/c3ccccc3)n2)cc1Br,34%[activator]
CCNC(=O)[C@@H]1C[C@H](NC(=O)c2cc(C)on2)CN1Cc1nccs1,?

# Marked active in KDM5B inhibitor, of those listed so far:
SMILES,KDM5B inhibitor
Cc1cccc(CNC(=O)NCC2CCN(Cc3ccncc3)C2)c1 (stereo not drawn),14µM*
OCC1CN(c2ncccn2)CC12CCN(Cc1cccc3[nH]ccc13)CC2 (stereo not drawn),32µM*
COc1ccc(-c2nc(C(=O)N3CCOCC3)n3ccccc23)cc1,40µM*

# The list goes on:
SMILES,KDM5B inhibitor
COC(=O)C12CC3CCC(CC(C(=O)OC)(C1)C3=O)C2=O,11%
COc1ccc2cc(C(=O)N(C)C3CCS(=O)(=O)C3)[nH]c2c1 (stereo not drawn),7%
COc1ccc(N2CCN(C(CNC(=O)C(=O)NCCCN(C)C)c3cccnc3)CC2)cc1 (stereo not drawn),6%
CNC(=O)[C@@H]1C[C@H](n2cc(CNS(=O)(=O)c3ccc(C)cc3F)nn2)CN1,-16%
COc1cccc(N2C(=O)NC(=NC3CCCCC3)C23CCN(CC2CC2)C3)c1 (stereo not drawn),5%[115 µM]
COc1ccc(CCNC(=O)C(C)n2nc(C)c3c(C)n(-c4ccccc4)nc3c2=O)cc1OC (stereo not drawn),8%
CCOC(=O)c1c(-c2ccccc2)oc2ccc(NS(=O)(=O)c3ccc(C)cc3)cc12,?
Cc1cccc2nc(Cn3c(=O)n(-c4ccc(Cl)cc4)c(=O)c4c5c(sc43)CCC5)cc(=O)n12,-51%
CCOc1cc(=O)n2c(c1C(=O)Nc1ccc3c(c1)OCCO3)CCCCC2,-9%
O=C(Nc1cccc(F)c1)C1CCCN(c2nnc(-n3cccc3)s2)C1 (stereo not drawn),9%
CN1CCN(CCCNC(=O)c2nc(-c3ccc4[nH]ccc4c3)no2)CC1,-3%
CN(C)[C@H]1CCN(C(=O)c2ccccc2-n2cncn2)C[C@H]1CCC(=O)O,25%
COc1ccc(-c2nc(C#N)c(NCC(C)C)o2)cc1,?
CC(=O)Nc1nonc1-c1nnc(SCc2ccc(F)cc2)n1C,6%
Oc1ccccc1CN1CCNc2cnc(Nc3ccccc3)cc2C1,22µM*
Cn1c(=O)c2c(-c3ccc(Br)cc3)n(CCc3ccccc3)cc2n(C)c1=O,?
CCCn1cc(C2CCN(S(=O)(=O)c3c(Cl)cccc3Cl)CC2)c2ccccc21,-13%
Fc1cc(F)cc(-c2noc3ncnc(NCc4ccco4)c23)c1,0%
